MEX-5 binding: C. elegans MEX-5 TCR-2 RNA binding activity; Q9XUB2; MEX-5/FITC-TCR2 RNA binding, fluorescence polarization; stronger effect = lower value; activity score (negative = inhibition of binding), % at 10 µM; hit rate 0.38% among 300,000; AID 1832;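 active = inhibition past about -25% in most replicates, and total fluorescence under double the plate's negative control median, limit read from the data; inconclusive = replicates evenly split on the limit, or fluorescence at least double controls; inactive = too little inhibition in most replicates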;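 also: 0% = DMSO and -100% = 5 µM competing unlabeled TCR2 RNA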
Target sequence (Q9XUB2 whole entry, looked up): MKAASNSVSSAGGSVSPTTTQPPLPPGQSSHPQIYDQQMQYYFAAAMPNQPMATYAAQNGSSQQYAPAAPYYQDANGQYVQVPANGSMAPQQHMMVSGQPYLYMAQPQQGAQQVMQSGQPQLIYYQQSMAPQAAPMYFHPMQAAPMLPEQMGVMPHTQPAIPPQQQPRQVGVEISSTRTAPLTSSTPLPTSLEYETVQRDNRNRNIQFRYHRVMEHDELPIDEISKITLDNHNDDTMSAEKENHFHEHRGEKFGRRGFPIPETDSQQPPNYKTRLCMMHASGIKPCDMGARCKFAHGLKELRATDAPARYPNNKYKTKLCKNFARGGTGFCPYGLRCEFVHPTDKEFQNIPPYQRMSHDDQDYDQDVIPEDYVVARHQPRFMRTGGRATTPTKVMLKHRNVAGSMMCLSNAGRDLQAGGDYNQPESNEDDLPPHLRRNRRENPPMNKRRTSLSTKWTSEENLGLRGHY
* = called active by the depositor; ? = inconclusive.

MEX-5 binding | Molecule
-0.6 | CCc1c(C)sc(NC(=S)N2CCN(C(=O)C3CCCO3)CC2)c1C(=O)OC (stereo not given)
0.0 | CCOc1cccc(CNCc2ccncc2)c1
1.7 | Cc1cc(C)n(S(=O)(=O)c2ccc(C)c(C)c2)n1
1.4 | CC1CCCN(CCCOc2ccccc2-c2ccccc2)C1 (stereo not given)
4.9 | Cn1c(NC(=O)c2ccc(F)cc2)nc2ccccc21
0.5 | COc1ccc(NC(=S)NC(=O)/C=C/c2ccc(F)cc2)cc1
-0.3 | COc1cc(NC(=O)CCN2CCOCC2)cc(OC)c1
-1.7 | CCOc1ccc(NC(=O)c2cc(=O)[nH]c3ccccc23)cc1
1.8 | C/C(=N\NS(=O)(=O)c1ccc([N+](=O)[O-])cc1)c1ccc2c(c1)OCO2
0.6 | CCC(=O)Nc1ccc(-c2nc3ccccc3c(=O)o2)cc1
-3.0 | COC(C[C@@H](O)C[C@H](O)[C@@H](C)OCc1ccccc1)OC
2.4 | Cc1coc2c1c(C)cc1oc(=O)c(CC(=O)NCC(=O)O)c(C)c12
-1.2 | O=C(Nc1cccc(NC(=O)c2ccc(Br)o2)c1)c1ccccc1
-0.9 | CCOC(=O)c1ccc(NC(=O)c2nc[nH]c2C(=O)N2CCN(C(=O)OC(C)(C)C)CC2)cc1
-2.7 | COc1cc(C(C(=O)NC2CCCCC2)N(C(=O)c2cnccn2)c2ccccc2)cc(OC)c1OC (stereo not given)
1.9 | CCN(CCN1CCCC1)C(=O)c1cc(COc2ccccc2SC)on1
1.5 | O=C(O)CN1C(=O)CSC1=S
-1.6 | NC(=O)Cc1ccc2sc(-c3ccccc3)nc2c1
0.2 | COc1ccc(C2/C=C\CN(S(=O)(=O)c3ccc(-c4ccccc4)cc3)CC(=O)N2Cc2ccc(F)cc2)cc1 (stereo not given)
-0.3 | Cc1ccc2c(COC(=O)C3=COCCO3)cc(=O)oc2c1
6.4 | Cc1cc(C(=O)N2CCCC(C(=O)c3ccc(Oc4ccccc4)cc3)C2)n[nH]1 (stereo not given)
-1.4 | Cc1ccc2c(C)c(C(=O)N3CCN(c4ncccn4)CC3)oc2c1C
-4.4 | COc1cc(NC(=O)Cn2ncc(Cl)c(Cl)c2=O)c(C)cc1[N+](=O)[O-]
-3.3 | Cc1ccc(Nc2nc(-c3sc(N)nc3C)cs2)cc1
0.7 | CCOCc1nnc(NC(=O)c2c(-c3ccccc3)noc2C)s1
-4.0 | CCCn1c(C(C)NC(=O)c2ccccc2)nc2ccccc21 (stereo not given)
1.1 | CCOc1ccc2nc(NC(=O)C34CC5CC(CC(NC(C)=O)(C5)C3)C4)sc2c1
-2.1 | CCOC(=O)CNC(=O)Cn1cnc2c(nnn2-c2cccc(OC)c2)c1=O
-0.3 | CCOC(=O)C1=C(C)NC2=C(C(=O)CCC2)C1c1ccsc1 (stereo not given)
0.0 | Cc1cc(C)c(C)c(S(=O)(=O)NC2CCCCC2)c1C
2.5 | COc1ccc2[nH]c3c(NCCC4=CCCCC4)ncnc3c2c1
1.4 | Cc1ccc(C)c(CSCc2nc3ccccc3[nH]2)c1

6 entries already listed, ordered by the number in MEX-5 binding, ascending:
MEX-5 binding | Molecule
-4.0 | CCCn1c(C(C)NC(=O)c2ccccc2)nc2ccccc21 (stereo not given)
-3.0 | COC(C[C@@H](O)C[C@H](O)[C@@H](C)OCc1ccccc1)OC
-0.3 | Cc1ccc2c(COC(=O)C3=COCCO3)cc(=O)oc2c1
1.9 | CCN(CCN1CCCC1)C(=O)c1cc(COc2ccccc2SC)on1
2.4 | Cc1coc2c1c(C)cc1oc(=O)c(CC(=O)NCC(=O)O)c(C)c12
6.4 | Cc1cc(C(=O)N2CCCC(C(=O)c3ccc(Oc4ccccc4)cc3)C2)n[nH]1 (stereo not given)

(next part)
MEX-5 binding | Molecule
0.1 | CN1CCN(C2=NCCO2)CC1
1.7 | COc1cccc(CC(NC(C)=O)C(=O)NC2CCN(C(=O)NCc3ccccc3)CC2)c1 (stereo not given)
-9.5 | Cc1nc(C)n(C(C)CNC(=O)c2ccccc2)n1 (stereo not given)
-1.0 | O=[N+]([O-])c1cccc(S(=O)(=O)Nc2cccc(-c3ccc(N4CCCC4)nn3)c2)c1
-1.2 | O=c1[nH]cc(I)cc1I
-0.2 | COC(=O)CSc1nnc(CNC(=O)c2cccs2)n1-c1cccc(C)c1
-0.9 | COc1ccccc1NC1=C(NC(C)=O)C(=O)c2ccccc2C1=O
-1.0 | COc1ccc(C(=O)N2CCC(NC(=O)C(Cc3ccccc3OC)NC(C)=O)CC2)cc1 (stereo not given)

By substructure, those above with a nitro group on carbon (three)
MEX-5 binding | Molecule
1.8 | C/C(=N\NS(=O)(=O)c1ccc([N+](=O)[O-])cc1)c1ccc2c(c1)OCO2
-4.4 | COc1cc(NC(=O)Cn2ncc(Cl)c(Cl)c2=O)c(C)cc1[N+](=O)[O-]
-1.0 | O=[N+]([O-])c1cccc(S(=O)(=O)Nc2cccc(-c3ccc(N4CCCC4)nn3)c2)c1

Next section:
MEX-5 binding | Molecule
1.6 | CCOC(=O)C1CCCN(C(=O)CCCn2nnnc2CN2CCOCC2)C1 (stereo not given)
-4.9 | Cc1c(CCC(=O)O)c(=O)oc2c(C)c3occ(-c4ccc(Cl)cc4)c3cc12
-1.8 | CC(C)CCN1C(=O)c2ccc(C(=O)Nc3ccccc3C(=O)O)cc2C1=O
-1.5 | CC(C)CN(C(=O)COC(=O)c1cc2ccccc2oc1=O)C1CCS(=O)(=O)C1 (stereo not given)
0.7 | O=C(Nc1ccc(S(=O)(=O)Nc2ccccc2)cc1)C1CC1
-1.2 | CCCCCC(=O)Nc1ccc(S(=O)(=O)Nc2cc(OC)nc(OC)n2)cc1
1.8 | COc1ccc(-c2csc(Nc3cccc(C)n3)n2)cc1C
0.9 | CC(=O)n1nc(-c2ccc(C)cc2)nc1NCc1ccco1
0.0 | COc1ccc(NC(=S)NC(=O)c2ccccc2)cn1
-1.5 | Cc1c(OC(C(=O)O)c2ccccc2)ccc2c3c(c(=O)oc12)CCC3 (stereo not given)
-4.0 | COc1ccc(NC(=O)c2ccco2)cc1NC(=O)c1cccc(F)c1
-4.4 | CN(C)c1nc(C=C(C#N)C#N)c(Cl)n1-c1ccc(F)cc1
0.4 | Cc1c(O)ccc2c(=O)c(Oc3ccccc3)coc12
2.1 | COc1ccccc1N(C(=O)c1snc(C(N)=O)c1N)C(C(=O)NCc1ccccc1)c1ccc(O)cc1 (stereo not given)
1.6 | COc1ccc(CO[C@@H]2O[C@H](CO)[C@@H](O)[C@H](O)[C@H]2NC(C)=O)cc1OC
-3.2 | CCOc1ccccc1N(C(=O)c1snc(C(N)=O)c1N)C(C(=O)NCc1ccccc1)c1ccc(O)cc1 (stereo not given)
2.4 | Cc1cccc(NC(=O)c2cc(-c3ccc(C)c(C)c3O)n[nH]2)c1
2.6 | CCOc1ccccc1NC(=S)N1CCN(c2ccccc2F)CC1
-1.1 | CCCCN(C(=O)c1cccc2c(=O)c(C)c(-c3ccccc3)oc12)c1ccccc1
-1.4 | COc1ccccc1N(C(=O)c1snc(C(N)=O)c1N)C(C(=O)NCc1ccccc1)c1ccc(C)o1 (stereo not given)
1.5 | COc1ccc(CCN(C)CC(O)COC(c2ccc(F)cc2)c2ccc(F)cc2)cc1OC (stereo not given)
-0.3 | Cc1cc2cc3c(cc2nc1SCC(=O)N1CCCC1)OCCO3
-2.1 | C=C(C)CNC(=S)Nc1nc2c(cc1C(=O)OCC)CCCC2
1.1 | COc1ccc(C(=O)Nc2ccncc2)cc1[N+](=O)[O-]
0.4 | COCc1ccc(CN2CCC(Oc3ccc(C(=O)NCc4ccccn4)cc3)CC2)o1
1.1 | N#Cc1ccc(-c2csc(NC3=NCCCCC3)n2)cc1
0.8 | C/C(=N\NC(=O)c1cc(Br)ccc1O)c1ccccn1
0.3 | O=C(Nc1ccccc1)Nc1ccc2c(c1)CCC2
0.1 | CCOc1ccc(C(=O)N2CCN(Cc3ccccc3)CC2)cc1OCC
-1.9 | O=C(c1cc(Cl)ccc1Cl)N1CCN(Cc2ccccc2)CC1
0.1 | CC(=O)Nc1nc2c(c3c1c(=O)oc1ccccc13)CCCC2
0.4 | Cc1nc(N)sc1-c1csc(Nc2ccc(S(N)(=O)=O)cc2)n1
-1.5 | Cc1ccnc(SC2CC(=O)N(c3ccc(Cl)cc3)C2=O)n1 (stereo not given)
2.1 | COc1ccc(NC(=O)C2CCCNC2=O)cc1 (stereo not given)
0.5 | CN(C)S(=O)(=O)c1ccc(C(=O)OCC2CCCO2)cc1 (stereo not given)
-2.3 | Cc1ccc(Cn2nc3c4cc(F)ccc4n(Cc4ccc(F)cc4)cc-3c2=O)cc1
-2.3 | COc1ccc2oc(=N)c(C(=O)NCc3ccccc3)cc2c1
-1.5 | Cc1noc(C)c1COc1ccc(C(=O)OCC(=O)NC(=O)C2COc3ccccc3O2)cc1 (stereo not given)
-1.8 | Cc1ccc(Nc2nc(-c3ccncc3)cs2)cc1
0.0 | COC(=O)Cn1cc(S(=O)(=O)NCc2ccc(C)cc2)c2cc([N+](=O)[O-])ccc21
5.3 | CC(C)(C)C(=O)/C=C/c1ccc(Oc2ccccc2)cc1
0.1 | CC(C)CN(C(=O)c1cccs1)C1CCS(=O)(=O)C1 (stereo not given)
-2.3 | Cc1ccc(SC[C@H](CC(C)C)N2CCN(C)CCC2=O)cc1
3.5 | CCOC(=O)C1=C(O)/C(=C/c2cc(OC)c(O)c(OC)c2)SC1=Nc1ccc(OC)cc1
-4.2 | CCOCCCNC(=O)Cc1ccc(-n2c(CC)nc3cccnc32)cc1
-1.0 | CCc1nn(CC(=O)N2CCN(Cc3ccc4c(c3)OCO4)CC2)c(=O)c2cc3occc3n12
3.0 | CCc1nnc(SCc2ccc(CSc3nnc(CC)n3N)cc2)n1N
-0.8 | COCCNC(=O)Cc1c(C)c2cc3c(cc2oc1=O)OC(C)(C)CC3
3.1 | COc1ccccc1NC(=O)CCNC(=O)c1ccc(C)cc1
0.0 | CCn1cc(C(=O)NN)c(=O)c2cc(F)c(NC3CCCCC3)cc21
-0.3 | O=S(=O)(c1ccccc1)c1ncc(C(F)(F)F)cc1Cl
2.8 | COc1ccc(/C(O)=C2/C(=O)C(=O)N(CCCN3CCOCC3)C2c2ccc(C)cc2)cc1 (stereo not given)
3.3 | COc1ccc(NC(=O)CN2CCC3(O)CCCCC3C2c2ccccc2OC)cc1 (stereo not given)
-0.9 | Cc1ccc(C2(c3ccc(C)cc3)CC2C(=O)NC(C)C)cc1 (stereo not given)
-1.3 | CCN(CC)c1ccc(NC(=S)Nc2ccc(F)cc2)cc1
0.9 | COc1ccc(/C=C2\SC(=S)N(NS(=O)(=O)c3ccccc3)C2=O)c(OC)c1

(continued)
MEX-5 binding | Molecule
7.3 | CCOc1ccccc1Nc1nc2ccc(C)cc2n2cnnc12
-1.4 | COCC(=O)N/N=C\c1ccc(OC/C=C/c2ccccc2)c(OC)c1
0.7 | COCCCN1C2=C(C(=O)CC(C)(C)C2)C(c2ccc(OC)c(OC)c2)C2=C1CC(C)(C)CC2=O
0.7 | COc1cc(C2CC(=O)n3c(nc4ccccc43)S2)cc(OC)c1OC (stereo not given)
-3.0 | O=C(C1CCCN(Cc2cccc(Cl)c2)C1)N1CCCCC1 (stereo not given)
-3.2 | Cn1ncc([N+](=O)[O-])c1C(=O)NC1CCCCCC1
0.5 | COCCCNC(=S)NNC(=O)C1CC1c1ccc(C(C)(C)C)cc1 (stereo not given)
2.0 | COc1ccc(OCC(=O)NNC(=O)Nc2cccc(Cl)c2)cc1
0.9 | O=S(=O)(NNc1cccc(Cl)n1)c1ccc(Cl)cc1
0.3 | Cc1ccc(C(=O)NC(=S)N2CCN(C)CC2)cc1Br
? | NC(=O)c1ccccc1N/C=C/C(=O)c1ccc(F)cc1
-1.0 | Cc1[nH][nH]c(=O)c1C(c1c(C)[nH][nH]c1=O)c1cn(Cc2ccccc2Cl)c2ccccc12
2.4 | O=C(Nc1ccc(S(=O)(=O)Nc2ncccn2)cc1)c1ccc(Cl)c([N+](=O)[O-])c1
1.2 | Cc1ccc(-c2noc(CCC(=O)NC3CCN(Cc4ccccc4)CC3)n2)cc1
-0.5 | Cc1cccn2c(=O)c(C=C(C#N)C#N)c(N3CCN(c4ccccc4)CC3)nc12
1.2 | Cn1cc(C(=O)C(=O)NCCc2ccccc2)c2ccccc21
0.8 | O=C(O)[C@@H]1CC(O)CN1C(=O)CCc1c[nH]c2ccccc12 (stereo not given in full)
2.0 | Cc1ccc(O)c(CNc2nc3ccccc3[nH]2)c1
-3.6 | Cc1ccc2nc3sc(C(=O)Nc4ccc(N5CCOCC5)cc4)c(N)c3cc2c1
-0.1 | CC(C)(O)C#Cc1ccc(C(=O)N2CCC(C(N)=O)(N3CCCCC3)CC2)o1
2.5 | CC1CCCCN1S(=O)(=O)Cc1ccccc1Cl (stereo not given)
1.9 | CCc1c(C)[nH]c(C(=O)OCc2ccccc2)c1C
-3.4 | COc1ccc(NC(=O)CN2CCN(CC(=O)Nc3ccccc3OC)CC2)c(OC)c1
2.1 | CSc1ncc(Cl)c(C(=O)NCc2cccnc2)n1
-0.4 | Cn1nccc1C(=O)OCC(=O)Nc1ccccc1Cl
-0.9 | COc1cc(CCC(=O)N2CCN(c3ccccc3Cl)CC2)cc(OC)c1OC
-2.0 | CC(Sc1nc(N2CCOCC2)c2c(c1C#N)CC(C)(C)OC2)C(=O)Nc1ccccc1 (stereo not given)
1.4 | O=[N+]([O-])c1ccc(N2CCN(Cc3ccc([N+](=O)[O-])o3)CC2)cc1
1.6 | Cc1cccc(NS(=O)(=O)c2cc(NC(=O)CC(=O)c3ccc([N+](=O)[O-])cc3)ccc2C)c1
1.3 | O=C(O)c1cccc(NS(=O)(=O)c2ccc(S(=O)(=O)N3CCOCC3)cc2)c1
1.8 | CC(=O)NC(c1cccc([N+](=O)[O-])c1)c1ccc2cccnc2c1O (stereo not given)
1.8 | Cc1cc(C2=NNC(=NCc3ccccc3)SC2)c(C)n1-c1c(C)n(C)n(-c2ccccc2)c1=O
-0.3 | CCCCCCN(C(=O)CCCCCN1C(=O)NC(c2ccc(-c3ccccc3)cc2)C(C(=O)OCc2ccccc2)=C1C)C(C(=O)NCCCC)c1ccccn1 (stereo not given)
0.7 | O=C(O)c1ccc(N/N=C/c2ccc(-c3ccccc3)cc2)cc1
-1.4 | Cc1c(S(=O)(=O)c2ccccn2)c(N)n(Cc2cccc(Cl)c2)c1C

Only part of the results is shown, so the mix of outcomes need not match the whole.
